Assay outcomes (PubChem BioAssay)
APE1 inh = blocks human APE1 abasic DNA cleavage | P27695 | recombinant APE1, TAMRA/BHQ-2 abasic DNA cleavage fluorescence | Potency, µM (doses to about 65.8 µM), for the others: at the top dose activity change, negative = inhibition, actives largely listed as inhibitors | actives 0.35% (n = 350,000);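 note: plate controls were vehicle for no effect and reference inhibitor for full effect; nearly all actives have a fitted effect of over 55% in size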
Target sequence (P27695 whole entry, looked up): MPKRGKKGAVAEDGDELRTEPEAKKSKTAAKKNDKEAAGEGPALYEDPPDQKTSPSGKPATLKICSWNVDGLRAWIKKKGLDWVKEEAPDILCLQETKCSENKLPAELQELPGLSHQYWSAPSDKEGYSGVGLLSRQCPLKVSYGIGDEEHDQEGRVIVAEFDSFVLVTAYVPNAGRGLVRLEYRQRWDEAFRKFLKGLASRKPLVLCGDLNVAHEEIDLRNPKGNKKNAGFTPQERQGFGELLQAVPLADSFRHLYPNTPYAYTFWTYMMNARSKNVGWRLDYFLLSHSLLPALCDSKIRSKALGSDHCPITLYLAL
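Activity was derived from the fluorescence gain between first and third kinetic reads (60 s intervals, ex 525/em 598 nm) after 50 nM THF-abasic TAMRA/BHQ-2 duplex was added to 0.75 nM APE1 preincubated 15 min with compound.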
G9a inh = blocks human histone lysine methyltransferase G9a | Q96KQ7 | actives 8.8% (n = 350,000) | AID 504332 | Potency, µM (highest dose often 102 µM), for inactives: top-dose activity, negative = inhibition, most hits filed as inhibitors | G9a H3K9 monomethylation, AlphaScreen, 2 h; note: % is set by controls: 0 for no effect and ±100 for the full control effect; nearly all actives have a fitted effect of over 75% in size
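Methyltransferase reactions run at room temperature for 2 h (20 nM enzyme, 500 nM biotin-H3K9 peptide, 20 uM SAM) after a 15 min compound preincubation; product detected by AlphaScreen beads and anti-H3K9me1 antibody.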
POLB inh = inhibitors of human DNA polymerase beta; P06746; Pol beta primer extension/strand displacement, fluorescence kinetic; Potency, µM (top dose mostly 114 µM), for inactives: at the highest dose activity change, negative = inhibition, most hits filed as inhibitors; actives 1.3% (n = 340,000); AID 485314; note: % is set by controls: 0 for no effect and ±100 for the full control effect
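10 nM enzyme + cpd, 15 min RT; start with substrate 50 nM final; read 0 min and after 10 min RT. Corrected, normalized data; 4-parameter Hill curve fit.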
Pol eta inh = DNA polymerase eta (human) inhibition; Q9Y253; recombinant Pol eta, fluorescent DNA replication assay; Potency, µM (highest dose often 114 µM), for inactives: top-dose activity change, negative = inhibition, most hits filed as inhibitors; actives 1.2% (n = 390,000); AID 588591; note: % is set by controls: 0 for no effect and ±100 for the full control effect
Target sequence (Q9Y253 whole entry, looked up): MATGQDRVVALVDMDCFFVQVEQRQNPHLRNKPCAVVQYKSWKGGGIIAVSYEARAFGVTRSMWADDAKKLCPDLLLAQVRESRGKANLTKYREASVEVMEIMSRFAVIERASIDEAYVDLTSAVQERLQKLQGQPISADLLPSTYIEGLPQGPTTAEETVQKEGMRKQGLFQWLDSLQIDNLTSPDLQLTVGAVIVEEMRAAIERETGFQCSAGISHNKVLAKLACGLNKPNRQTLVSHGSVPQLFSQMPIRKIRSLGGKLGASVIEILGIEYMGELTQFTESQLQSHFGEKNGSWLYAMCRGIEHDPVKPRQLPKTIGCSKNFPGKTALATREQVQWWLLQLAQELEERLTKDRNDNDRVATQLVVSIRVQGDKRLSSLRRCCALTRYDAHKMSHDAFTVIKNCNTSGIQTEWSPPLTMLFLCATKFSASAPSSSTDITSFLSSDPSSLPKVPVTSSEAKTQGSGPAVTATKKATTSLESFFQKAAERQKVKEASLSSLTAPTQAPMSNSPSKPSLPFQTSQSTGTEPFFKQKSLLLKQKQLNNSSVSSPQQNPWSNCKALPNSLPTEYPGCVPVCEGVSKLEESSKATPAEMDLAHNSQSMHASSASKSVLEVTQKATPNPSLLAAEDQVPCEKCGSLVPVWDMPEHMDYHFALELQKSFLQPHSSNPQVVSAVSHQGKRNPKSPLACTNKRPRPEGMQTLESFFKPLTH
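Fluorescent replication assay: 50 nM final substrate added after a 15 min room-temperature compound preincubation with 10 nM enzyme. Signal taken at 0 min and again at 10 min.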
POLI inh = inhibitors of human DNA polymerase iota. Pol iota fluorescent replication assay, 10 min. Potency, µM (series often up to 115 µM), inactives show top-dose activity, negative = inhibition, most hits filed as inhibitors. AID 588590. actives 1% (n = 390,000)
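Fluorescent replication assay read twice, at 0 min and 10 min after adding 50 nM (final) substrate. Enzyme (10 nM) and compounds were first incubated 15 min at room temperature; enzyme-free buffer wells were negative controls.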
BLM helicase inh = inhibitors of human Bloom syndrome helicase BLM; actives 0.2% (n = 350,000); Potency, µM (series often up to 56.1 µM), without a hit: at the highest dose activity change, negative = inhibition, usual class: inhibitors; AID 2528; P54132; recombinant BLM DNA unwinding, fluorescence dequenching;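 note: plate controls were vehicle for no effect and no enzyme for full effect; nearly all actives have a fitted effect of over 35% in size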
JMJD2A Tudor = blocks the human JMJD2A Tudor domain; AID 504339; actives 4.4% (n = 390,000); Potency, µM (highest dose often 114 µM), for inactives: at the highest dose activity change, negative = inhibition, hits mostly inhibitors; AlphaScreen JMJD2A-Tudor / H3K4me3 peptide binding; O75164; note: % is set by controls: 0 for no effect and ±100 for the full control effect; nearly all actives have a fitted effect of over 50% in size
BAZ2B inh = blocks human BAZ2B; Q9UIF8; AlphaScreen BAZ2B-H3K14Ac peptide displacement; Potency, µM (top dose mostly 114 µM), inactives show at the highest dose activity change, negative = inhibition, most hits filed as inhibitors; actives 4.4% (n = 360,000); AID 504333; note: % is set by controls: 0 for no effect and ±100 for the full control effect; nearly all actives have a fitted effect of over 60% in size
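In this displacement format the biotinylated H3(5-23) peptide acetylated at Lys14 serves as ligand at 50 nM, with BAZ2B at 50 nM in PBS pH 7.4 containing 0.01% Tween-20. Donor and acceptor beads are 10 ug/mL final.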
Pol kappa inh = inhibitors of human DNA polymerase kappa | Potency, µM (doses to about 107 µM), for the others: at the top dose activity, negative = inhibition, hits mostly inhibitors | Q9UBT6 | actives 0.53% (n = 400,000) | purified Pol kappa, fluorescent DNA synthesis assay, 10 min; note: % is set by controls: 0 for no effect and ±100 for the full control effect
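10 nM Pol kappa was preincubated with compounds for 15 min at room temperature. Reaction started with 50 nM (final) substrate. Fluorescence read kinetically at 0 and 10 min.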
Numbers without * were called inactive; ? = inconclusive; · = no result given; [ ] = dose if it differs, or a comment. Calls come from the whole dose curve; as a rule, active = well fitted curve in the direction sought with a large enough effect; inconclusive = small, poorly fitted or top-dose-only effect, or another doubt; inactive = no such curve, though single readings can be large; an effect the other way counts as inactive or inconclusive. Potency is the fitted concentration of half-maximal effect. A portion of the library; the hit share may differ from the screen's.

Molecule	APE1 inh	G9a inh	POLB inh	Pol eta inh	POLI inh	BLM helicase inh	JMJD2A Tudor	BAZ2B inh	Pol kappa inh
CCCCC(=O)c1ccc(O)cc1O	·	·	·	-12.8%	19.3%	·	-19.2%[11.4 µM]	·	-8.1%
CN=C1CC(SC)=C1c1ccc(C)cc1	1.8%	8.1%[59 µM]	28.5%	8.8%	17.2%	0.0%	-12.9%	3.3%	-4.0%
CCc1cc2c(=O)c(-c3cnn(-c4ccccc4)c3)coc2c(CN2CCOCC2)c1O	0.8%	37.2%[12.7 µM]	2.3%	-12.7%	-1.3%	-1.9%	-19.7%[57.1 µM]	-21.2%	-0.8%
COc1ccc(N2C(=O)C3C4C=CC(C5CC45)C3C2=O)c([N+](=O)[O-])c1 (configuration not stated)	2.3%	13.7%	22.0%	-19.3%	-1.0%	-4.0%	-20.4%	11.9%[57.1 µM]	-7.3%
O=C(N/N=C/c1ccc(N2CCOCC2)cc1)C1CC1	4.7%	1.1%	1.2%	-20.4%	2.2%	0.3%	-4.2%	-5.1%	-4.6%
Cc1nc(NCCc2ccc(S(N)(=O)=O)cc2)c2c(C)c(C)sc2n1	-0.9%	?	-9.9%	5.6%	-2.3%	-1.1%	-9.1%	-3.1%	-19.5%
CCC(=O)Nc1nc(CC(=O)Nc2ccccc2)cs1	0.0%	19.9%[59 µM]	-2.3%	9.9%	-5.1%	-1.6%	-30.9%	-2.4%	-0.3%
Cc1cc(C)cc(C(=O)NCC(=O)N2CCN(C(c3ccccc3)c3ccccc3)CC2)c1	3.6%	17.9%	40.6%	-14.6%	28.2%	-11.3%	-24.0%	-4.6%	-3.9%
COc1cccc(NC(=O)CSc2nnc(-c3cc(-c4ccccn4)nc4ccccc34)o2)c1	-5.0%	-13.3%[12.7 µM]	-2.8%	-13.9%	20.5%	8.1%	-17.4%	19.8%	2.3%
CCNS(=O)(=O)c1cc(S(C)(=O)=O)ccc1Cl	-3.0%	-3.7%[12.7 µM]	-0.7%	5.9%	17.0%	-0.8%	-14.5%	5.2%	-4.8%
CCN(CC)C1CC(=O)N(c2cccc(C)c2)C1=O (configuration not stated)	-4.0%	11.2µM*	-9.9%	·	·	-1.3%	·	-1.2%	·
Cc1nn(C(=O)CNC(=O)c2ccccc2)c(C)c1C	20.4%	15.1%[59 µM]	0.6%	4.1%	156.4%[activator]	-1.0%	-2.2%	-6.5%	-3.4%
COc1ccccc1Nc1nc(-c2ccccc2)c(CC(=O)O)s1	·	?	8.4%	-13.3%	?	-1.1%	-13.8%	-25.0%	-12.1%
CCN1C[C@@H]2[C@@H]3C(=O)N(Cc4ccccc4)C(=O)[C@@H]3[C@](Cc3ccccc3)(C(=O)OC)N2C1=NC1CCCCC1	1.9%	·	·	-14.2%	21.8%	·	-35.5%	·	-7.2%
CCSc1nc(NCCN(C)C)c2c3c(sc2n1)COC(C)(CC)C3 (configuration not stated)	2.1%	?	-10.0%	-14.0%	46.6%[activator]	3.5%	-24.1%	-3.3%	-7.3%
CNC(=O)c1oc(-c2ccc(Cl)cc2)nc1C	-2.8%	5.2%	-15.4%	-8.0%	17.0%	-2.7%	-17.8%	-28.6%	-12.0%
CCCCOc1cccc(C(=O)O)c1	-0.4%	-2.5%[12.7 µM]	-19.6%	-9.5%	7.4%	-3.4%	-24.2%	-38.0%	-3.4%
CC(C(=O)c1ccccc1)n1cnc2ccccc2c1=O (configuration not stated)	3.2%	7.1%[59 µM]	-10.4%	-4.7%	26.4%	1.3%	-6.2%	-3.5%	-8.7%
CC(=NNc1nc2ccccc2o1)c1cc2ccccc2cn1	·	·	·	-12.3%	19.0%	·	10µM*	·	-15.5%
COc1ccc(/C=C/C(=O)c2c(O)c(OC)c3occc3c2OC)cc1	-5.3%	?	18.6%	-7.1%	?	-5.0%	?	?	-13.6%
CC1(C)N=C(SCc2ccc(F)cc2)c2ccccc2N1	·	107.4%[activator][59 µM]	13.4%	-17.3%	-17.7%	-4.0%	213.9%[activator]	203.2%[activator][57.1 µM]	1.7%
CCOC1(NC(=O)c2ccccc2)C(C)=CC(=O)C=C1C	14.4%	?	-0.2%	-17.0%	32.2%[activator]	-0.5%	-12.9%	-6.8%	-1.2%
O=C1CCC[C@@H]2CC(NCc3ccc(Cl)c(Cl)c3)C[C@@H]3CCN1[C@H]23 (some centres not stated)	-3.6%	?	·	·	·	-9.1%[75.6 µM]	·	·	-13.8%[60.1 µM]
Cc1cc(Br)ccc1NC(=O)C1(S(=O)(=O)c2ccc(Cl)cc2)CC1	·	14.1%[59 µM]	-3.0%	-28.6%	35.0%[activator]	-11.2%	35.8%	42.4%[activator]	2.8%
CCCCN(C)CCNC(=O)c1cc(=O)[nH]c2ccc(S(=O)(=O)N3CCCCCC3)cc12	·	5.6%[59 µM]	7.5%	-11.0%	15.5%	-0.7%	-19.9%	-1.9%	-3.7%[60.1 µM]
CCc1ccc(-c2nn(Cc3ccccc3)cc2/C=C/C(=O)O)cc1	-1.1%	5.1%[59 µM]	-11.1%	-11.6%	-0.7%	-2.0%	-12.3%	-6.9%	-8.3%
COc1ccc(CNC(=O)[C@H](C)NC(=O)C2CC(=O)N(c3ccc(OC)cc3)C2)cc1 (some centres not stated)	-1.0%	10.3%	0.2%	-3.8%	-8.2%	-1.3%	?	-2.4%	-6.5%
O=C1CC(c2ccccc2F)C2=C(COC2=O)N1 (configuration not stated)	-1.1%	?	-1.4%	-11.5%	112.9%[activator]	-0.7%	-6.0%[11.4 µM]	-21.9%	0.6%
Clc1ccc2c(NCc3cccs3)ncnc2c1	17.2%	-1.5%	-1.6%	-4.6%	35.5%[activator]	-6.3%	12.3%	0.9%	8.9%
CS(=O)(=O)Nc1ccc(C(=O)NC2CCCC2)cc1	11.4%	-35.8%[12.7 µM]	22.5%	-9.1%	11.2%	3.3%	?	-0.1%	0.1%
CCCOc1ccc(-c2cnc(SCC(N)=O)nc2N)cc1	-2.9%	10.0%[12.7 µM]	8.2%	-17.4%	-0.6%	-1.1%	-16.2%	-2.2%	-21.7%
C=CCN=C1CCCc2c1[nH]c1ccc(C)cc21	-4.4%	2.0%	27.2%	10.5%	-11.8%	-7.1%	-9.6%	-7.4%	-5.8%
Cc1cccc(NC(=O)c2cnn3ccccc23)c1C	25.0%	-8.6%[12.7 µM]	2.2%	-13.7%	11.0%	-0.7%	-2.2%[11.4 µM]	1.7%	4.5%
COc1cccc(CNC(=O)c2ccc(Cn3c(SCc4ccccc4)nc4cccnc43)cc2)c1	·	-24.9%[59 µM]	14.5%	-5.6%	?	-3.8%	-17.8%	-26.4%	-13.8%
Cc1onc(-c2c(F)cccc2Cl)c1C(=O)OCC(=O)NC1CC1	-4.8%	9.5%	5.6%	-15.4%	4.5%	-2.2%	5.1%	1.1%	1.3%
Cc1ccc(-c2cc(-c3ccccc3O)nc(N/N=C/c3cccnc3)n2)cc1	6.1%	-7.1%[59 µM]	17.3%	-9.9%	6.7%	1.7%	-25.2%	10.0%	-3.7%
COc1ccccc1/C=C1\SC(=S)N(N2C(=O)CCCC2=O)C1=O	-6.2%	20µM*	3.9%	-12.5%	5.7%	-10.5%	?	?	-9.6%
Cc1c(C(=O)N2CCC2)oc2c(F)cccc12	49.0%	·	·	4.8%	67.9%[activator]	·	-0.7%	·	-8.1%
Cc1cccc(C(=O)NC2CCN(C(=O)Nc3ccc(F)cc3)CC2)c1	18.6%	79.4µM*	-2.7%	-11.3%	11.4%	-2.2%	-1.4%	-2.1%	1.9%
O=C(Nc1ccc2oc(-c3ccc(Br)cc3)nc2c1)c1cc2ccccc2o1	·	4.2%[59 µM]	?	-28.7%	28.8%	-11.6%	-7.8%	3.8%	-1.4%

Profiles, quoted from the list. Screens in order: APE1 inh	G9a inh	POLB inh	Pol eta inh	POLI inh	BLM helicase inh	JMJD2A Tudor	BAZ2B inh	Pol kappa inh
CCCOc1ccc(-c2cnc(SCC(N)=O)nc2N)cc1 across the screens: -2.9%	10.0%[12.7 µM]	8.2%	-17.4%	-0.6%	-1.1%	-16.2%	-2.2%	-21.7%
O=C1CC(c2ccccc2F)C2=C(COC2=O)N1 (configuration not stated) across the screens: -1.1%	?	-1.4%	-11.5%	112.9%[activator]	-0.7%	-6.0%[11.4 µM]	-21.9%	0.6%

(list continues)
Molecule	APE1 inh	G9a inh	POLB inh	Pol eta inh	POLI inh	BLM helicase inh	JMJD2A Tudor	BAZ2B inh	Pol kappa inh
O=C(NC1CC2CCCC(C1)N2C(=O)NC1CCCCC1)c1ccccc1 (configuration not stated)	-4.4%	3.5%[59 µM]	30.6%	-5.9%	8.7%	-1.5%	-11.4%	10.1%	-2.3%
COc1ccc(CCNC(=O)c2ccc(Cn3c(=O)c4ccccc4n(Cc4cccc(F)c4)c3=O)cc2)cc1OC	·	3.4%[59 µM]	?	-6.0%	?	-6.1%	1.4%	-22.5%	0.0%
O=C(Cn1ncc2c(=O)oc3ccccc3c21)NCc1cccnc1	-4.4%	?	-18.7%	7.3%	0.0%	-0.9%	-8.4%	10.9%	-6.0%
C=CCn1cc(CN2CCC(C(=O)Nc3cccc(-c4cccc(F)c4)c3)CC2)c(C)n1	6.5%	-1.1%	11.8%	-12.5%	4.5%	-10.5%	-25.7%	-23.3%	-6.1%
Cn1nnc(NC(=S)NC(=O)c2cccc3c(Br)cccc23)n1	23.4%	?	25.4%	-18.0%	-22.9%	-1.1%	-9.3%	-16.6%	4.1%

2 successive records already listed, quoted:
Molecule	APE1 inh	G9a inh	POLB inh	Pol eta inh	POLI inh	BLM helicase inh	JMJD2A Tudor	BAZ2B inh	Pol kappa inh
C=CCn1cc(CN2CCC(C(=O)Nc3cccc(-c4cccc(F)c4)c3)CC2)c(C)n1	6.5%	-1.1%	11.8%	-12.5%	4.5%	-10.5%	-25.7%	-23.3%	-6.1%
Cn1nnc(NC(=S)NC(=O)c2cccc3c(Br)cccc23)n1	23.4%	?	25.4%	-18.0%	-22.9%	-1.1%	-9.3%	-16.6%	4.1%
